CXXC DNA block: qHTS Fluorescence Polarization Assay for Inhibitors of MLL CXXC domain - DNA interaction; Histone-lysine N-methyltransferase 2A (Homo sapiens), Q03164; MLL-CXXC / FITC-HOXA9 DNA fluorescence polarization; Potency, µM (top dose mostly 115 µM), without a hit: top-dose activity change, negative = inhibition, hits mostly inhibitors; 290,000 compounds, 0.037% hits; AID 2662, 2010; active means well fitted inhibition curve with a large enough effect in the polarisation, with a control signal flat, not every such curve was filed as active; inconclusive means small, poorly fitted or top-dose-only effect, or effect the other way, or a change in a side signal; inactive means no such curve, though single readings can be large or run the other way; the % refers to the polarisation; further: potency means the concentration at half of the fitted maximal effect
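Purified MLL-CXXC (added from a 7 uM solution) was preincubated 5 min at ambient with pinned compounds in 50 mM Tris-HCl pH 7.5, 50 mM NaCl, 1 mM DTT, 0.05% BSA. Fluorescein-labeled HOX-A9 DNA (50 nM solution) followed, 30 min, then polarization read.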
hERG WT inh: qHTS for Inhibitors of KCHN2 3.1: Wildtype qHTS. Voltage-gated inwardly rectifying potassium channel KCNH2 (Homo sapiens), Q12809. U2OS, BacMam KCNH2, thallium flux FluxOr; active compounds read low. activity change, % at 1.84 µM. 340,000 compounds, 0.37% hits. AID 720551, 2013;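 active means maximum activity change below -70%; inconclusive means maximum activity change between -70% and -50%; inactive means maximum activity change above -50%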; further: on the % scale 0 is the no-effect control and ±100 the full control effect
Target sequence (Q12809 whole entry, looked up): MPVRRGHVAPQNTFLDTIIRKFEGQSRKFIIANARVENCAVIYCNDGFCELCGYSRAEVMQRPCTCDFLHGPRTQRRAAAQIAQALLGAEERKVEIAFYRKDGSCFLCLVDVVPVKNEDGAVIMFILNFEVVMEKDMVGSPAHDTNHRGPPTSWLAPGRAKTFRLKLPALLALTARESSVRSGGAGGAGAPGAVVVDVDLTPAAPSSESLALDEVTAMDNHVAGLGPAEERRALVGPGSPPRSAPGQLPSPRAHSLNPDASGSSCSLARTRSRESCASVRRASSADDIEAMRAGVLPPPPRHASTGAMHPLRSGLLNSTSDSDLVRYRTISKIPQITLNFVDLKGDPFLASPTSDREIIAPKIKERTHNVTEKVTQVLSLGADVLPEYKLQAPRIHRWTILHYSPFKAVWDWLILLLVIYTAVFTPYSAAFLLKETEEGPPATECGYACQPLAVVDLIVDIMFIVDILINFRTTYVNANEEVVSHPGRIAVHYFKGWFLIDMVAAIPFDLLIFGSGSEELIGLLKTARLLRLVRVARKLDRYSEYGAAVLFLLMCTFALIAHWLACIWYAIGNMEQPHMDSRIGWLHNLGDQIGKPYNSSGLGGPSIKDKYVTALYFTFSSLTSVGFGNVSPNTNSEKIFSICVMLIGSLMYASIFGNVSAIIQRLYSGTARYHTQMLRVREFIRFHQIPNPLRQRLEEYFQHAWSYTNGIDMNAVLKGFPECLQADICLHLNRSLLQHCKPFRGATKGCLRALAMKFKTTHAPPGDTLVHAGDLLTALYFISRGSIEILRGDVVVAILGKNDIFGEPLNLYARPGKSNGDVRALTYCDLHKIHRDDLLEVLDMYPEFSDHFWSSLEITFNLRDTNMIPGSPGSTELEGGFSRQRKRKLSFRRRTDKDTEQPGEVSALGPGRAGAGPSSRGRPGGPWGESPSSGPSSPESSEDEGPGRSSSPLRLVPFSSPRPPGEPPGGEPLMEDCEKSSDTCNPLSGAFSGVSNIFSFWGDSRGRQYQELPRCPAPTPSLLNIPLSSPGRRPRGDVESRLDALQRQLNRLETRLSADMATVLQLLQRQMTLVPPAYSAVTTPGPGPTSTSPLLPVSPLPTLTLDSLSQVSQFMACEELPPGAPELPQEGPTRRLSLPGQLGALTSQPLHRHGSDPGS
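U2OS cells transduced with wild-type KCNH2 virus are loaded with FluxOr dye for 45 min, and thallium flux is measured in kinetic reads before and after stimulation buffer. Rate constants are normalized to DMSO controls.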
KCNH2 3.1 block: qHTS for Inhibitors of KCHN2 3.1: Mutant qHTS; Potassium voltage-gated channel subfamily H member 2, brain isoform KCNH2 3.1 (human); U2OS KCNH2 3.1, thallium flux FluxOr; active compounds read low; activity change, % (tested at about 1.8 µM); 340,000 compounds, 0.95% hits; AID 720553, 2013;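 active means maximum activity change below -70%; inconclusive means maximum activity change from -70% to -50%; inactive means maximum activity change above -50%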;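 further: thallium influx rate constant from kinetic fluorescence after stimulation buffer; on the % scale 0 is the no-effect control and ±100 the full control effect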
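We transduce U2OS cells with the mutant 3.1 virus, culture them overnight, load FluxOr with Red40 quencher for 45 min, then add stimulation buffer and read kinetically for 2 min to derive a normalized rate constant.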
USP2a block: qHTS Assay for Inhibitors of Ubiquitin-specific Protease USP2a Using CHOP2 as the Reporter. AID 463254, 2010. Potency, µM (top dose mostly 38.3 µM), without a hit: at the top dose activity change, negative = inhibition, usual class: inhibitors. 330,000 compounds, 0.01% hits. USP2 core, Ub-CHOP2 coupled fluorogenic reporter, 485/531;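 further: potency means the concentration at half of the fitted maximal effect; plate controls were DMSO wells for no effect and full inhibition by NEM control for full effect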
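Deubiquitinase activity read as fluorescence (485/531 nm) after Ub-CHOP2 cleavage activates the enterokinase reporter on its substrate; USP2 core 10nM, Ub-CHOP2 and substrate 25nM each, 30min compound preincubation then 60min RT; data normalized to NEM, curves fitted.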
GALK inhibitor: qHTS Assay for Inhibitors of Human Galactokinase (GALK); P51570; Purified GALK, Kinase-Glo residual ATP luminescence; Potency, µM (highest dose often 57.5 µM), for inactives: at the highest dose activity change, negative = inhibition, usual class: inhibitors; 270,000 compounds, 0.007% hits; AID 1868, 2009; further: potency means the concentration at half of the fitted maximal effect; on the % scale 0 is the no-effect control and ±100 the full control effect
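Human GALK (5 nM) with 35 uM ATP and 100 uM galactose in 20 mM HEPES pH 8.0, 5 mM MgCl2, 60 mM NaCl, 1 mM DTT, 0.01% BSA. After 1 h at room temperature, leftover ATP was read by Kinase-Glo Plus luminescence.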
Giardia kill: Small Molecules that selectively kill Giardia lamblia: qHTS; 340,000 compounds, 0.15% hits; activity change, % at 7.66 µM, hits read low; Giardia lamblia trophozoite viability; in the data active means activity change below about -80%; inconclusive means between about -30% and that limit;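 further: parasites exposed to compound for two days anaerobically before the ATP read; on the % scale 0 is the no-effect control and ±100 the full control effect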
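Anaerobic 48 hrs incubation at 37 deg C of 100 trophozoites/well with test compounds; ATPLite 1-Step luminescence, 15-30 min RT, reports cellular ATP as viability.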
FBPA coupling cs: qHTS Assay for Inhibitors of Fructose-1,6-bisphosphate Aldolase from Giardia Lamblia: Coupling assay counterscreen; coupling enzyme system counterscreen, AmpLite Red fluorescence; activity change, negative = inhibition, % at 58.2 µM, hits read low; 290,000 compounds, 0.67% hits; AID 2472, 2010; in the data active means activity change below about -30%; further: on the % scale 0 is the no-effect control and ±100 the full control effect
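Counterscreen lacking aldolase: glyceraldehyde-3-phosphate coupling-enzyme reagent preincubated 10 min at RT with compound (at 57.5 uM final), then substrate/coupling system with AmpLite Red added; fluorescence read at 525/598 nm after 20 min RT.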
PKM2 act: qHTS Assay for Activators of Human Muscle isoform 2 Pyruvate Kinase; Potency, µM (titrated, usually from 57.5 µM), for the others: top-dose activation, actives largely listed as activators; purified PKM2, Kinase-Glo ATP luminescence, activation; response scale: 0% is enzyme alone, no compound; AID 1631, 2009; Pyruvate kinase PKM (Homo sapiens), P14618; 260,000 compounds, 0.34% hits; further: potency means the concentration at half of the fitted maximal effect; on the % scale 0 is the no-effect control and ±100 the full control effect; nearly all actives have a fitted effect of over 55% in size
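Purified hPK-M2 (>95% pure) converted ADP (0.1 mM final) to ATP with 0.5 mM PEP in 50 mM imidazole pH7.2, KCl, MgCl2, Tween 20, BSA; 1 h at room temperature. ATP detected by Kinase-Glo luminescence.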
Menin-MLL TR inh: qHTS Assay for Inhibitors Targeting the Menin-MLL Interaction in MLL Related Leukemias: Competition With Texas Red Labeled MLL-derived Mutant Peptide; O00255; Menin + Texas Red MLL mutant peptide, fluorescence polarization; Potency, µM (doses to about 61.6 µM), for the others: at the top dose FP activity change, negative = inhibition, usual class: inhibitors; 270,000 compounds, 0.23% hits; active means well fitted inhibition curve with a large enough effect in the polarisation, with a control signal flat, not every such curve was filed as active; inconclusive means small, poorly fitted or top-dose-only effect, or effect the other way, or a change in a side signal; inactive means no such curve, though single readings can be large or run the other way; the % refers to the polarisation; further: potency means the concentration at half of the fitted maximal effect; % of control where 0% means no effect; many of its hits are not listed in these tables
TRPV1 agonist: HTS Assay for Compounds that Act as Agonists of the Vanilloid Receptor 1 | Transient receptor potential cation channel subfamily V member 1 (Homo sapiens), Q8NER1 | AID 540275, 2011 | activation, % at 8.33 µM | 320,000 compounds, 0.19% hits | TRPV1-expressing cells, Fluo-8 calcium influx, agonist mode; in the data active means activation above about 80%; inconclusive means between about 30% and that limit; further: 0% is about no effect
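Cells expressing TRPV1 were dye-loaded with Fluo-8 and read kinetically: 10 s baseline, 3 min after compound (agonist portion), then 2 min after EC20 capsaicin (allosteric enhancer portion). Calcium-bound dye fluorescence at 480/520 nm.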
B2AR arrestin: qHTS assay of beta-arrestin-biased ligands of beta2-adrenergic receptor | 330,000 compounds, 0.02% hits | Beta-2 adrenergic receptor (Homo sapiens), P07550 | Potency, µM (titrated, usually from 46.1 µM), inactives show at the top dose activation, hits mostly activators | beta-arrestin recruitment to beta2AR, cell-based reporter;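 further: potency means the concentration at half of the fitted maximal effect; 0% = DMSO controls and full agonism = EC100 isoproterenol or metaproterenol; nearly all actives have a fitted effect of over 65% in size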
Active calls of the source: *; ? = inconclusive; · = no result given; [ ] = remark or other dose. Unless noted, the call rests on the fitted dose curve; in most records, active means well fitted curve in the direction sought with a large enough effect; inconclusive means small, poorly fitted or top-dose-only effect, or another doubt; inactive means no such curve, though single readings can be large; an effect the other way counts as inactive or inconclusive. Only part of the results is shown; count on the stated rates, not on these rows.

cpd	smiles	CXXC DNA block	hERG WT inh	KCNH2 3.1 block	USP2a block	GALK inhibitor	Giardia kill	FBPA coupling cs	PKM2 act	Menin-MLL TR inh	TRPV1 agonist	B2AR arrestin
1	CCC(C)(C)n1nnnc1C(c1cc2cc(C)ccc2[nH]c1=O)N1CCCC1 (stereo not given)	4%	2	6	-2%	-3%	-5	-8	8%	-5%	0	-0.1%
2	COc1cccc(CSc2nnc(-c3ccco3)n2C)c1	-11%	7	4	5%	1%	4	-1	-11%	12%	1	-0.8%
3	Cc1c[n+]([O-])n(-c2ccc(C(=O)O)cc2)n1	4%	-6	5	-3%	0%	-25	4	1%	-2%	0	0.2%
4	O=C(N/N=C/c1ccc(F)cc1)c1cc[n+]([O-])cc1	-1%	-7	-4	0%	-1%	-6	0	-2%	-5%	3	-0.1%
5	CCOC(=O)C1=C(C)NC(=O)NC1c1ccc(F)cc1 (stereo not given)	8%	3	9	4%	·	-14	7	-5%	5%	-2	-1.0%
6	NNC(=O)c1sccc1OCc1ccc(Cl)cc1Cl	13%	0	-7	10%	1%	6	1	0%	1%	16	-0.3%
7	CC(=O)c1ccc(NC(=O)c2ccc(S(=O)(=O)N3CCCC3)cc2)cc1	11%	0	-7	-4%	-5%	-1	6	-4%	-7%	?	-0.6%
8	CCOC(=O)c1c(S(=O)(=O)Nc2ccc(CN3CCC(C)CC3)cc2)c(C)n(C)c1C	6%	-1	-5	0%	6%	37[activator]	·	·	·	1	-0.1%
9	COC(=O)c1nc(-c2ccccc2)oc1N1CCOCC1	-3%	-1	5	0%	0%	7	3	3%	-8%	6	0.2%
10	O=C(Nc1nc(-c2ccncc2)cs1)C1c2ccccc2Oc2ccccc21	3%	8	-8	2%	1%	-17	0	6%	?	2	0.3%
11	O=C(COC(=O)c1ccc2c(c1)OCCO2)NCCc1ccccc1	·	3	5	4%	·	3	·	·	·	·	-0.2%
12	CCOC(=O)Cn1nc(C)c2c1CCCC2=O	7%	2	10	-1%	-1%	-7	1	-3%	12%	-1	-0.8%
13	O=C(c1ccc(-c2ccccc2)c(F)c1)C1CCCN(C(=O)c2cncs2)C1 (stereo not given)	-5%	-8	9	-4%	5%	9	-1	9%	-4%	3	-0.8%
14	COc1cc(-c2nc3n(n2)C(c2ccncc2)C2=C(CCCC2=O)N3)cc(OC)c1OC (stereo not given)	-2%	9	-2	3%	2%	5	1	-1%	-1%	-4	-0.1%
15	CCN(CCO)Cc1cn[nH]c1-c1ccc(C)c(C)c1	2%	8	20	2%	1%	5	-2	-1%	-1%	-1	-0.1%
16	O=C(CN1C(=O)CCC1=O)Nc1nc(-c2ccc3ccccc3c2)cs1	-4%	-10	-1	-5%	2%	-3	0	-6%	?	-3	0.4%
17	COc1cccc(C2c3[nH]c4ccccc4c3C[C@H]3C(=O)N(C4CC4)CC(=O)N23)c1 (stereo not given in full)	61%[activator]	9	-5	2%	1%	-7	0	·	17%	-2	0.2%
18	O=C(Nc1nc(=O)[nH]s1)c1ccccc1	-3%	-1	3	2%	8%	-21	1	-19%	-1%	-1	-0.2%
19	COc1cc(OC)cc(-c2oc(=O)c3cc(OC)c(OC)cc3c2/C=C/c2ccc(F)cc2)c1	·	-5	5	-1%	·	5	·	·	·	-1	0.5%
20	Cc1ccc(S(=O)(=O)N(C)C)cc1NC(=O)COC(=O)C1CC(=O)N(c2ccc3c(c2)OCCO3)C1 (stereo not given)	·	5	0	2%	·	7	·	·	·	-5	-0.6%
21	C/C(=N/NC(=O)c1cc(-c2cccc([N+](=O)[O-])c2)n[nH]1)c1cccc(O)c1	-4%	-7	6	2%	-2%	23	-1	-8%	·	1	0.4%
22	Cc1c(C(=O)N2CCCC2)sc(NC(=O)c2cccc(Cl)c2)c1C#N	-19%	-6	-1	-2%	-12%	-12	7	5%	·	-2	0.1%
23	NC(=O)NC(CC(=O)NCCCc1ccccc1)c1ccccc1Cl (stereo not given)	1%	-3	-9	1%	-1%	26	6	5%	-10%	-1	-0.4%
24	CCOc1ccc(N/C=C/C(=O)c2ccc(OC)c(OC)c2)cc1	7%	-1	-9	-2%	-1%	23	-1	0%	7%	2	-0.1%
25	O=c1ccnc(SCCc2ccccc2)[nH]1	-3%	-18	-6	0%	7%	-5	5	-19%[11.5 µM]	5%	9	-0.7%

Only hERG WT inh (5 entries from above):
entry | SMILES | hERG WT inh
18 | O=C(Nc1nc(=O)[nH]s1)c1ccccc1 | -1
20 | Cc1ccc(S(=O)(=O)N(C)C)cc1NC(=O)COC(=O)C1CC(=O)N(c2ccc3c(c2)OCCO3)C1 (stereo not given) | 5
25 | O=c1ccnc(SCCc2ccccc2)[nH]1 | -18
11 | O=C(COC(=O)c1ccc2c(c1)OCCO2)NCCc1ccccc1 | 3
4 | O=C(N/N=C/c1ccc(F)cc1)c1cc[n+]([O-])cc1 | -7

Next part.
cpd	smiles	CXXC DNA block	hERG WT inh	KCNH2 3.1 block	USP2a block	GALK inhibitor	Giardia kill	FBPA coupling cs	PKM2 act	Menin-MLL TR inh	TRPV1 agonist	B2AR arrestin
26	CC(=O)Nc1ccc(OCc2cnc(Cl)s2)cc1	-4%	-25	-6	-1%	5%	24	4	-2%	12%	0	0.0%
27	CC1(C)CC(NC(=S)NC(=O)c2cc(Br)ccc2Cl)CC(C)(C)N1	·	-1	-7	-1%	·	-14	·	·	·	0	-0.3%
28	CCCCNC(=O)CCCn1c(=S)[nH]c2cc3c(cc2c1=O)OCO3	4%	10	-25	3%	-1%	3	0	14%	5%	2	-0.7%
29	O=C(Nc1c(F)cc(F)cc1Br)c1cc2nc(C(F)F)cc(C(F)F)n2n1	-5%	2	-15	1%	2%	6	3	-2%	4%	-3	-0.2%
30	COc1ccccc1OC(C)C(=O)Nc1ccccc1C(=O)NCc1cccnc1 (stereo not given)	-5%	12	-9	0%	4%	-3	3	·	-15%	-1	0.0%
31	NNC(=O)CN1C(c2cccc(Cl)c2)=Nc2ccc(Br)cc2C1c1ccccc1 (stereo not given)	-15%	-2	-13	-2%	-1%	-20	-12	4%	-7%	0	-0.4%
32	COc1cccc(NC(=O)COC(=O)C2CC2)c1	·	0	-15	1%	·	-6	·	·	·	·	-0.6%
33	Cc1c(C(=O)N2CCCCC2)c(S(=O)(=O)N(C)Cc2ccco2)c(C)n1C	2%	-5	17	-1%	1%	6	-2	·	-8%	-2	-0.2%
34	Cc1ncc(CN2CCCC(C(=O)Nc3ccc(-c4cccc(F)c4)cc3)C2)cn1 (stereo not given)	1%	34	-15	4%	-7%	15	2	4%	-5%	26	-0.1%
35	CC(C)(C)c1ccc(S(=O)(=O)O/N=C2/CCCCC2c2ccc([N+](=O)[O-])cc2[N+](=O)[O-])cc1 (stereo not given)	-4%	-3	5	2%	0%	3	1	0%	-3%	3	0.0%
36	O=C(CSc1nnc(Cc2ccc3c(c2)OCO3)n1C1CCCCC1)NC1CCCC1	-1%	2	-4	3%	-1%	6	-2	-6%	7%	-1	-0.2%

Arranged by formula weight (ascending): part of the list above
cpd	smiles	CXXC DNA block	hERG WT inh	KCNH2 3.1 block	USP2a block	GALK inhibitor	Giardia kill	FBPA coupling cs	PKM2 act	Menin-MLL TR inh	TRPV1 agonist	B2AR arrestin
32	COc1cccc(NC(=O)COC(=O)C2CC2)c1	·	0	-15	1%	·	-6	·	·	·	·	-0.6%
30	COc1ccccc1OC(C)C(=O)Nc1ccccc1C(=O)NCc1cccnc1 (stereo not given)	-5%	12	-9	0%	4%	-3	3	·	-15%	-1	0.0%
35	CC(C)(C)c1ccc(S(=O)(=O)O/N=C2/CCCCC2c2ccc([N+](=O)[O-])cc2[N+](=O)[O-])cc1 (stereo not given)	-4%	-3	5	2%	0%	3	1	0%	-3%	3	0.0%
